Rin1-Abl PPI inh = human Rin1-Abl interaction inhibition | inhibition, % at 7.35 µM | TR-FRET Rin1/Abl binding, biochemical | P00519+Q13671 | 360,000 tested, 0.4% active | AID 588664; in the data active = inhibition above about 5%, passing the limit was not always enough
Neddyl block = inhibitors of human cullin neddylation. P61081+Q13564. TR-FRET cullin neddylation, biochemical. calls only at 25 µM. 360,000 tested, 0.58% active. AID 651699; in the data active = inhibition above about 36%
bovine MsrA act = activates bovine MsrA enzyme; activation, % at 10.6 µM; 360,000 tested, 0.3% active; purified bovine MsrA, absorbance read-out; AID 602163; in the data active = activation above about 7.5%;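 also: 0% = vehicle and 100% = reference activator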
CSN inh = blocks human CSN-mediated cullin deneddylation; Q92905; Purified CSN, SCF-Nedd8-OG deneddylation, fluorescence polarization; inhibition, % at 12.5 µM; 360,000 tested, 0.38% active;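 active = pattern-corrected inhibition above about 35%, with an unprinted fluorescence ratio check between 0.5 and 1.5, limit read from the data, passing the limit was not always enough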;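 also: 0% = enzyme with substrate and 100% = substrate without enzyme; some results filed as inactive read as strong as hits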
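assay system = purified human Csn5 enzyme expressed in HEK293T cells | amount = 0.24 nM enzyme | buffer or medium = Tris/NaCl/DTT buffer, pH 7.5 | reagent = 10 nM SCFSkp2-Nedd8OG | compound = one concentration, 12.5 µM, 0.25% DMSO | times = 90 min reaction at room temperature | signal = FP | read-out basis = % inhibition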
FAS-TE inh = inhibitors of human fatty acid synthase thioesterase domain; recombinant FAS-TE, OMFH fluorogenic substrate, fluorescence endpoint; P49327; 360,000 tested, 0.67% active; inhibition, % at 15 µM; AID 602261;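 active = compounds whose normalised, plate-corrected inhibition of enzyme fluorescence in the single-dose primary screen is 50% or more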;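 also: 0% = DMSO with enzyme and 100% = substrate without enzyme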
PABP1 MLLE inh = inhibitors of microRNA-mediated deadenylation, human PABP1 MLLE binding | P11940 | GST-MLLE / FITC-PAM2 fluorescence polarization | inhibition, % at 20 µM | 360,000 tested, 0.36% active; in the data active = inhibition above about 35%, passing the limit was not always enough;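 also: plate controls were DMSO wells with GST-MLLE for no effect and wells lacking GST-MLLE protein for full effect; some results filed as inactive read as strong as hits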
eLon inh = inhibits E. coli Lon protease; purified E. coli Lon protease, fluorescence polarization; inhibition, % at 7.94 µM; 360,000 tested, 0.42% active; in the data active = inhibition above about 13%, passing the limit was not always enough;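 also: 0% = enzyme with probe and DMSO and 100% = no enzyme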
Tb MetRS inh = Trypanosoma brucei MetRS inhibition. purified T. brucei MetRS, ATP depletion, Kinase-Glo luminescence. inhibition, % at 11.9 µM. 360,000 tested, 0.4% active. AID 624268;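 active = inhibition above a per-plate cutoff of the control wells' mean inhibition plus 3 SD, cut at about 5.5% in these data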;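 also: 0% = DMSO wells median and 100% = median of wells with control inhibitor compound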
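Test system – parasite MetRS enzyme · Reagent – substrates ATP, L-methionine and bulk Escherichia coli tRNA · Doses – 11.9 µM compound single dose, 0.9% DMSO · Times – 15 min enzyme-compound preincubation, 2 h reaction, 10 min detection, 25 °C · Signal – Kinase-Glo luminescence, ATP depletion format · Controls – DMSO-only wells as low control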
MsrA inh = inhibitors of bovine MsrA; purified bovine MsrA, absorbance read-out; inhibition, % at 15.5 µM; 360,000 tested, 0.75% active; AID 651718; in the data active = inhibition above about 4.5%;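 also: 0% = vehicle wells with enzyme and 100% = reference inhibitor wells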
The depositor's hits bear a star; i = inactive; · = no result given; + = active, no number. This is a random part of the collection, and some 4% of all compounds hit somewhere here.

no.	structure	Rin1-Abl PPI inh	Neddyl block	bovine MsrA act	CSN inh	FAS-TE inh
1	CCCOC(=O)c1c(NC(=O)c2cnn3c2NC(c2ccccc2)CC3C(F)(F)F)sc2c1CCCC2 (stereo not drawn)	-1	i	-2	0	23
2	CCCCCCN(C(=O)CCl)c1ccccc1	0	i	0	3	16
3	CCOC(=O)C1CCCN(C(=O)Cn2nc(C)c3c(C)n(-c4ccccc4)nc3c2=O)C1 (stereo not drawn)	1	i	-13	3	-5
4	O=C(NCCCN1CCOCC1)c1ccc(Cl)cc1Cl	0	i	-2	1	-5
5	COc1ccc(-c2c3c(cc(C)[n+]2[O-])oc2ccc(OC)cc23)cc1	-2	i	-3	4	-2
6	CC(C)(C)c1ccc(S(=O)(=O)NC(=O)C2(C)CCN2C(=O)C2(c3ccc(Cl)cc3)CC2)cc1 (stereo not drawn)	-1	i	-7	3	-5
7	Cc1cccc(NC(=O)c2cccc(N3C(=O)CCC3=O)c2)c1	2	i	-2	5	-6
8	COc1cccc(-c2c(-c3cc(OC)cc(OC)c3)n(C)c3ccc(-c4cnc(OC)nc4)cc23)c1	3	i	1	3	22
9	CC1CCN(CCCCOc2ccccc2[N+](=O)[O-])CC1	1	i	-2	4	-6
10	CCOC(=O)Cc1csc(NC(=O)C2CCCN(S(=O)(=O)c3cnc[nH]3)C2)n1 (stereo not drawn)	-2	i	-2	-4	-6
11	Cc1ccc(NC(=O)c2cc(S(=O)(=O)c3ccccc3)ccc2Cl)cc1	-1	i	-11	-3	25
12	Cc1ncc(N=Nc2ccc(F)cc2)c(-c2ccc(Cl)cc2)n1	-3	i	-4	0	1

no.	PABP1 MLLE inh	eLon inh	Tb MetRS inh	MsrA inh
1	3	-15	-0.1	-0.5
2	-4	-4	0.6	1.3
3	-7	-5	-1.0	-0.6
4	6	-3	-1.6	-0.1
5	2	-14	-1.3	-0.9
6	15	-8	-0.3	0.0
7	-12	7	-0.1	0.9
8	-5	-15	-0.2	-1.0
9	0	-6	-0.8	0.2
10	1	7	-0.4	-1.2
11	6	-12	-1.6	-0.2
12	5	11	0.8	-1.0

Next records:
no.	structure	Rin1-Abl PPI inh	Neddyl block	bovine MsrA act	CSN inh	FAS-TE inh
13	CCn1c(Cc2ccccc2)nnc1SCC(=O)Nc1ccccc1O	4	i	-10	-14	-2
14	Cc1ccc(S(=O)(=O)Nc2cc(=O)[nH]c(SCc3ccc(Cl)cc3)n2)cc1	0	i	-2	-10	16
15	CC(Nc1nc(-c2ccc(F)cc2)cs1)c1nc2cc(Cl)c(Cl)cc2n1CCOCCO (stereo not drawn)	6	i	-3	2	17
16	Cn1c(=O)c(C(=O)c2ccccc2)nc2ccccc21	-2	i	-3	-2	1
17	CC(C)c1ccc(S(=O)(=O)N(C)C2(C)CCS(=O)(=O)C2)cc1 (stereo not drawn)	-3	i	-1	-5	-6
18	O=C(CCNC(=O)c1ccccc1)NN=Cc1ccc(Br)o1	-3	i	-7	1	-14
19	CC(C)COC(=O)c1ccccc1N1C(=O)C2C3CCC(C3)C2C1=O (stereo not drawn)	-3	i	-2	3	-7
20	O=C(NCc1cc(C(F)(F)F)ccc1F)C1CCC(=O)N(C2CCCCCC2)C1 (stereo not drawn)	2	i	-1	0	0
21	Cc1ccc(CN2C(=O)CCC2C(=O)NCc2cccnc2)cc1 (stereo not drawn)	-6	i	-1	-1	-6
22	O=C(Nc1ccc(F)cc1)c1nc2c(nnn2Cc2cccc3ccccc23)c(=O)[nH]1	-4	i	-8	7	2
23	COc1ccc(OC)c(NC(=O)CN(Cc2ccc(F)cc2)C2CCCCC2)c1	1	i	-1	4	26
24	Cn1ncc(-c2ccno2)c1C(=O)O	0	i	-3	-2	-3

no.	PABP1 MLLE inh	eLon inh	Tb MetRS inh	MsrA inh
13	4	-3	-0.7	3.3
14	-1	2	0.4	-0.3
15	-89	-9	-0.3	-0.2
16	10	-1	-0.5	1.1
17	-2	-12	-0.3	-0.2
18	-6	-12	-0.4	0.9
19	15	4	-0.3	-0.5
20	3	-7	0.0	-0.8
21	2	6	0.0	-0.1
22	-8	-3	-1.1	0.2
23	4	-12	-0.1	-1.6
24	-13	2	0.9	-0.5

Other compounds:
no.	structure	Rin1-Abl PPI inh	Neddyl block	bovine MsrA act	CSN inh	FAS-TE inh
25	Cc1ccc(/C(O)=C2/C(=O)C(=O)N(Cc3ccco3)C2c2cccs2)cc1 (stereo not drawn)	-3	i	-7	1	-3
26	COc1ccc(NC(=O)N2CCCC(C(=O)NC(C)C)C2)cc1 (stereo not drawn)	1	i	-2	-4	1
27	O=C(O)c1ccccc1C(=O)c1ccc2c(c1)CCC2	0	i	-9	2	-4
28	CCOc1ccc(Oc2ccccc2NS(=O)(=O)c2ccc(CCC(=O)O)cc2)cc1	1	i	0	0	8
29	O=C(CC(=O)N/N=C/c1c(F)cccc1Cl)NCCc1ccccc1	-1	i	-2	2	0
30	Clc1ccc2nc(-c3ccccc3)cn2c1	0	i	-9	5	2
31	COc1ccccc1C(=O)NCCC(=O)Nc1ccc(S(=O)(=O)N2CC(C)CC(C)C2)cc1 (stereo not drawn)	-3	i	0	5	22
32	CCCN(Cc1nnc(-c2cccs2)o1)C(=O)CN1C(=O)NC2(CCCCC2)C1=O	5	i	-6	-4	-6
33	Cc1cccc(/C=N/Nc2nncc3ccccc23)c1	1	i	-2	-8	8
34	O=C(N/N=C/c1ccc2c(c1)OCO2)C(=O)Nc1cccc(Cl)c1	5	i	-5	-2	-6
35	COc1ccc(N2CCN(C(=O)CNC(=O)Cn3c(C)cc4ccccc4c3=O)CC2)cc1	2	i	4	-2	-4
36	COCC(C)n1c(C)cc(C(=O)CSc2nnc(-c3ccco3)o2)c1C (stereo not drawn)	6	i	-2	2	-4

no.	PABP1 MLLE inh	eLon inh	Tb MetRS inh	MsrA inh
25	16	1	-0.3	·
26	6	0	-1.4	0.9
27	3	-6	-1.3	0.3
28	-8	-15	-0.1	2.2
29	-1	-5	-0.7	-1.1
30	-2	-9	-1.9	1.2
31	-1	4	0.7	1.2
32	-1	-6	-0.3	0.0
33	-7	0	-0.6	1.6
34	8	-10	-0.7	1.0
35	7	-7	-0.1	0.9
36	-29	-17	-0.4	0.5

The results go on.
no.	structure	Rin1-Abl PPI inh	Neddyl block	bovine MsrA act	CSN inh	FAS-TE inh
37	O=C(NNc1nc(-c2ccccc2)c2cc(Br)ccc2n1)c1ccc(S(=O)(=O)N2CCOCC2)cc1	3	i	-4	2	80*
38	FC(F)(F)c1cc(-c2cccs2)nc2nc(N3CCOCC3)sc12	-5	i	-8	3	9
39	COc1cc(NC(=O)C2CC(=O)N(CCc3ccccc3)C2)cc(OC)c1 (stereo not drawn)	-2	i	-2	-7	-4
40	CCOC(=O)c1cc(C)[nH]c(=S)c1C#N	0	i	3	4	-5
41	CCOc1ccc(S(=O)(=O)Nc2ccc(S(=O)(=O)N3CCOCC3)cc2)cc1	-3	i	-1	4	0
42	C=CCn1c(C)cc(C(=O)Cn2c(C(C)O)nc3ccccc32)c1C (stereo not drawn)	1	i	-13	-3	1
43	O=C(NC1CCCCCCC1)c1c(O)c2ccccc2[nH]c1=O	2	i	-2	4	-7
44	NC(=O)c1ccsc1NC(=O)COC(=O)CCCOc1ccccc1	-3	i	-3	3	2
45	CC(C)(C)NC(=O)C(c1ccncc1)n1c(=O)c(-c2ccco2)nc2ccccc21 (stereo not drawn)	·	+	·	5	·
46	Cc1cc(C)n(-c2ccc(C(=O)Nc3cc(S(=O)(=O)N(C)C)ccc3Cl)cc2)n1	2	i	-2	-6	-5
47	C/C=C/C(=O)OCC(=O)Nc1ccc(C)c(S(=O)(=O)N(C)C)c1	2	i	-3	-6	2
48	O=c1c2ccccc2nc2n1C(CSc1ccccc1)CS2 (stereo not drawn)	-1	i	-2	8	-4
49	CN(C)c1ccc(CC(=O)N2CCCCC2c2cc(C(=O)Nc3cccc4c3CCCC4)no2)cc1 (stereo not drawn)	1	i	-7	0	16

no.	PABP1 MLLE inh	eLon inh	Tb MetRS inh	MsrA inh
37	4	0	-0.9	0.7
38	-11	-2	-0.5	1.4
39	8	-2	-0.3	-0.1
40	30	-4	-0.6	0.2
41	1	9	-0.6	-0.4
42	-14	12	-2.0	-0.5
43	-6	-2	-0.1	1.2
44	9	-1	-0.2	0.0
45	·	·	-0.6	-0.2
46	6	-1	0.3	-0.3
47	-31	-5	-0.7	1.5
48	6	9	-0.4	0.6
49	-8	1	-0.2	-0.5

Among those listed so far, 8 have fluorine:
no.	structure	Rin1-Abl PPI inh	Neddyl block	bovine MsrA act	CSN inh	FAS-TE inh
1	CCCOC(=O)c1c(NC(=O)c2cnn3c2NC(c2ccccc2)CC3C(F)(F)F)sc2c1CCCC2 (stereo not drawn)	-1	i	-2	0	23
12	Cc1ncc(N=Nc2ccc(F)cc2)c(-c2ccc(Cl)cc2)n1	-3	i	-4	0	1
15	CC(Nc1nc(-c2ccc(F)cc2)cs1)c1nc2cc(Cl)c(Cl)cc2n1CCOCCO (stereo not drawn)	6	i	-3	2	17
20	O=C(NCc1cc(C(F)(F)F)ccc1F)C1CCC(=O)N(C2CCCCCC2)C1 (stereo not drawn)	2	i	-1	0	0
22	O=C(Nc1ccc(F)cc1)c1nc2c(nnn2Cc2cccc3ccccc23)c(=O)[nH]1	-4	i	-8	7	2
23	COc1ccc(OC)c(NC(=O)CN(Cc2ccc(F)cc2)C2CCCCC2)c1	1	i	-1	4	26
29	O=C(CC(=O)N/N=C/c1c(F)cccc1Cl)NCCc1ccccc1	-1	i	-2	2	0
38	FC(F)(F)c1cc(-c2cccs2)nc2nc(N3CCOCC3)sc12	-5	i	-8	3	9

no.	PABP1 MLLE inh	eLon inh	Tb MetRS inh	MsrA inh
1	3	-15	-0.1	-0.5
12	5	11	0.8	-1.0
15	-89	-9	-0.3	-0.2
20	3	-7	0.0	-0.8
22	-8	-3	-1.1	0.2
23	4	-12	-0.1	-1.6
29	-1	-5	-0.7	-1.1
38	-11	-2	-0.5	1.4
